High-throughput results (PubChem)
G6PDH counter – counter-screen for G6PDH assay hits: L. mesenteroides G6PDH inhibition | inhibition, % at 5 µM | Purified L. mesenteroides G6PDH, diaphorase/resazurin coupled fluorescence, 45 min | 200,000 tested, 0.12% active | AID 1020; in the data active = inhibition above about 50%
FLuc inhib CS – inhibits firefly luciferase, flagging false hits in luciferase inhibition screens; P08659; ATPLite firefly luciferase biochemical luminescence, 10 min; inhibition, % at 10 µM; 200,000 tested, 1.5% active;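 active = inhibition above about 50% when tested at 10 µM, limit read from the data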
Target sequence (P08659 whole entry, looked up): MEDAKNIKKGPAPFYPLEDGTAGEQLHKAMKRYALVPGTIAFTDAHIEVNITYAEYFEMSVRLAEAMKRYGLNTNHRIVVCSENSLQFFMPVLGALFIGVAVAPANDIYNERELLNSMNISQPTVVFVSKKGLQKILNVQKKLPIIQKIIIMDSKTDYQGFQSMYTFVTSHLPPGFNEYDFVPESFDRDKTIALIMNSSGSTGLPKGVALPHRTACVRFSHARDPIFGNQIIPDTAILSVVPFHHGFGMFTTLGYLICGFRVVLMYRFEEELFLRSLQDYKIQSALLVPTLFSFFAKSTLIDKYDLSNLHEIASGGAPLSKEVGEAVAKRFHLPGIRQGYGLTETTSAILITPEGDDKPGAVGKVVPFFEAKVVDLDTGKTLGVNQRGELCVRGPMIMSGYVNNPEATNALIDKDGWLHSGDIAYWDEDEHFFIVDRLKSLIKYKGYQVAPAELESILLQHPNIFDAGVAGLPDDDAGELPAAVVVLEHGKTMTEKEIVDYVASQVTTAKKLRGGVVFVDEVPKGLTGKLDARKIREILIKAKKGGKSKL
DTT redox prof – compounds producing H2O2 with reducing agent – biochemical, NIH compound library profiling, artefact control for MLSCN library redox annotation, primary screen | DTT-dependent redox cycling H2O2, phenol red/HRP absorbance; 100% = 100 µM peroxide control, 0% = buffer | 200,000 tested, 0.03% active | activation, % at 10 µM;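 active = activation of at least 50% relative to the plate's high and low controls in the primary single-dose screen; inactive = activation below 50%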;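 note: compound incubated with DTT at 0.8 mM final as the reducing agent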
APP 5'UTR act – APP 5'UTR luciferase reporter activation; activation, % at 2 µM; 190,000 tested, 1% active; SH-SY5Y APP 5'UTR luciferase reporter, luminescence; zero percent = DMSO vehicle wells;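 active = activation above a set limit, based on mean plus 3 SD of controls, cut at about 140% in these data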; note: values of inactives mirror those of a sister screen read the other way
FLuc stim CS – firefly luciferase counter-screen for stimulation assays | ATPlite luciferase biochemical, luminescence, 10 min; 0 = ATP-free wells, 1 = DMSO control | 200,000 tested, under 10 active | activation factor at 10 µM | P08659;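 active = luciferase activation factor, scaled between plate controls, of at least 2 with compound at 10 µM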
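Material: luciferase plus luciferin reagent, cell-free. Medium: PBS buffer for ATP. Also added: ATP substrate, dispensed from a 10.24 µM working solution in PBS. Doses: test compounds dosed from 2 mM stocks in 100% DMSO. Incubation: 10 min post-reagent at room temperature. Technique: light output (luminescence). Read-out basis: luminescence gain marking luciferase activators.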
APP transl inh – APP translation inhibition; AID 1285; SH-SY5Y APP 5'UTR-luciferase reporter, luminescence; 190,000 tested, 0.82% active; inhibition, % at 2 µM;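 active = inhibition above a set limit, derived from the sample mean plus 3 SD, cut at about 45% in these data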; note: values of inactives mirror those of a sister screen read the other way
Efa HMGR inh – blocks class II HMG-CoA reductase of Enterococcus faecalis; purified E. faecalis HMGR, NADPH absorbance 340 nm kinetic; inhibition, % at 10 µM; 190,000 tested, 0.41% active; AID 1066;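 active = inhibition above a set limit, the median over all tested compounds plus 3 SD, cut at about 9.5% in these data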;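 note: enzyme runs in reverse so mevalonate oxidation gives rising NADPH absorbance; 0% = complete reaction with DMSO and 100% = background rate lacking mevalonate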
NF-kB expr up – compounds increasing NF-kB expression in human neuronal cells | NF-kB reporter expression; active compounds read high | fold change at 12.5 µM | 190,000 tested, 1.6% active | AID 1239; in the data active = fold change above about 3.3
STAT1 act – STAT1 signaling activation. NIH 3T3 STAT1-luciferase reporter, IFN-gamma, luminescence; 100% = IFN-gamma alone, no compound. activation (% of control), % at 5.5 µM. 200,000 tested, 2.6% active;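 active = activation above the screen-wide mean activation plus 3 SD, cut at about 130% in these data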;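 note: raw ratio to IFN-gamma control signal so 100% means no change and 0% no light; values of inactives mirror those of a sister screen read the other way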
Hsp70 activator – Hsp70 transcriptional activation, primary screen | HeLa Hsp70 promoter luciferase reporter, luminescence; scaled: vehicle 0, proteasome-inhibitor control 100% | activation, % at 10 µM | 200,000 tested, 0.04% active | AID 1203;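 active = activation above the mean across all tested compounds plus 3 SD, cutoff set per campaign, cut at about 5.5% in these data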;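 note: 100% = MG132 at 30 µM as the positive control and 0% = DMSO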
* = called active by the depositor; x = not tested or not shown.

A first look, 2 compounds:
SMILES	G6PDH counter	FLuc inhib CS	DTT redox prof	APP 5'UTR act	FLuc stim CS	APP transl inh	Efa HMGR inh	NF-kB expr up	STAT1 act	Hsp70 activator
CCOC(=O)c1c(NC(=O)CCC(=O)O)sc2c1CCCCC2	3	-1	0.0	-8	1	8	6	1.3	92	-0.2
CCc1c(O)nc(SCC(=O)NC(C)(C)C)n(-c2ccccc2)c1=O	0	-4	-3.9	1	1	-1	-3	1.1	99	0.0

The whole of this part, from the start:
SMILES	G6PDH counter	FLuc inhib CS	DTT redox prof	APP 5'UTR act	FLuc stim CS	APP transl inh	Efa HMGR inh	NF-kB expr up	STAT1 act	Hsp70 activator
CCOC(=O)c1c(NC(=O)CCC(=O)O)sc2c1CCCCC2	3	-1	0.0	-8	1	8	6	1.3	92	-0.2
CCc1c(O)nc(SCC(=O)NC(C)(C)C)n(-c2ccccc2)c1=O	0	-4	-3.9	1	1	-1	-3	1.1	99	0.0
Cc1ccc(Nc2nc(N)nc(CN3CCN(Cc4ccc5c(c4)OCO5)CC3)n2)cc1C	26	-5	0.1	16	1	-16	-2	0.81	104	-0.2
C=CCSc1nnc(NC(=O)CSc2nc3ccccc3o2)s1	4	0	1.8	17	1	-17	-8	0.94	100	0.6
CCN=C(NCC)SC1CC(=O)N(c2ccccc2)C1=O (stereo unspecified)	5	-8	0.0	7	1.1	-7	0	0.92	93	-0.2
Cc1cc(C)nc(/N=C(/NC(=O)Nc2ccc(Cl)c(Cl)c2)Nc2ccccc2)n1	3	-1	1.0	7	1	-7	-3	1.2	102	-0.1
COc1ccccc1-c1n[nH]c(=S)n1N	-2	-4	-0.7	13	1	-13	-3	1.5	96	-0.2
CNS(=O)(=O)c1cccc(C(=O)OCC(=O)Nc2ccccc2OC(F)F)c1	14	6	-3.4	-11	0.9	11	-1	1.4	100	-0.3
Cc1ccc(-n2nnc3c(SCC(=O)N4CCN(c5ccccc5)CC4)ncnc32)cc1	x	x	0.7	2	x	-2	x	x	94	-0.2
Cn1c(=O)c(=O)n(C)c2cc(S(=O)(=O)N3CCN(c4ccc(F)cc4)CC3)ccc21	5	-1	-0.8	4	1	-4	-6	1.1	94	-0.3
CCN(CC)C(=O)Oc1ccc2ccccc2c1Cl	7	-2	-0.7	5	1	-5	-5	1.9	109	-0.1
CC(=O)Nc1ccc(OC(=O)c2cc3ccccc3oc2=O)cc1	-16	-4	3.9	-9	1	9	-2	1.6	98	-0.2
COc1cc(NC(=O)c2cc(Cl)nnc2Cl)cc(OC)c1OC	1	-4	-2.4	12	1	-12	-3	1.3	92	0.3
CCN(CC)C(=O)CSc1nc2cc3c(cc2c(=O)n1Cc1ccco1)OCO3	5	-6	-0.4	-4	1.1	4	0	0.91	85	-0.1
Oc1cccc2ccc(/C=C/c3cccs3)nc12	20	33	0.4	148*	0.7	-148	-1	3.2	100	1.1
COc1ccc(NC(=O)C(CCS(C)(=O)=O)N2C(=O)c3ccccc3C2=O)cc1 (stereo unspecified)	0	-6	-0.5	1	1.1	-1	-6	1.1	106	-0.3
COc1ccc(NC(=O)CN2CCN(CC(=O)Nc3cc(OC)cc(OC)c3)CC2)cc1	6	2	x	x	1	x	0	1.1	x	x
CC(=O)/C(=N\Nc1ccc(C)cc1)N1CCOCC1	4	-2	-0.3	-7	1	7	-2	1.3	96	-0.4
CCN1C(=O)C(CC(=O)Nc2ccccc2)S/C1=N\c1ccccn1 (stereo unspecified)	3	-8	-0.1	9	1.1	-10	0	1.7	93	0.5
CCNC(=S)N(CCc1c(C)[nH]c2ccccc12)Cc1cc(OC)c(OC)c(OC)c1	15	-11	0.3	-6	1.1	6	2	0.81	106	-0.4
Cc1onc(-c2ccccc2)c1C(N)=O	21	4	-3.1	11	1	-11	-9	1.3	98	-0.3
CCOC(=O)N1CCN(C(=O)CN(c2cc(Cl)ccc2OC)S(=O)(=O)c2ccccc2)CC1	7	-4	-1.4	-7	1	7	-7	1.2	106	0.8
NS(=O)(=O)c1ccc(Nc2nc(-c3ccc(O)cc3O)cs2)cc1	20	-3	-0.4	7	1	-7	-2	0.85	96	-0.5
O=C(CCC(=O)c1cccs1)NCc1ccc(F)cc1	0	-2	0.1	8	1	-8	1	1.3	100	-0.3
CC(=O)c1ccc(NC(=S)NCCc2ccc(S(N)(=O)=O)cc2)cc1	1	-2	-1.5	10	1	-10	-2	1.3	117	-0.2
O=C(O)c1sccc1SCc1ccc(Cl)c(Cl)c1	11	-6	2.0	12	1.1	-12	-1	1.1	97	-0.1
COCc1cc(C)nc(SCc2nc3ccccc3c(=O)[nH]2)c1C#N	-3	-5	0.0	8	1.1	-8	-1	1.3	112	0.1
COc1ccccc1N1CCN(C(=O)COc2cc(C)cc(C)c2)CC1	8	-3	0.2	7	1	-7	-4	0.94	100	0.1
O=C(CSc1nnc(-c2ccco2)n1-c1ccccc1)N1CCOCC1	17	-4	-3.8	8	1	-8	2	1.3	98	-0.1
COc1cc(OC)cc(-c2cc(N)n(S(=O)(=O)Cc3ccccc3)n2)c1	-7	-6	0.4	13	1.1	-13	2	0.71	102	-0.2
CCN(CC)C(=O)CSc1nc2cc3c(cc2c(=O)n1CCCCCC(=O)NCc1ccc(OC)cc1)OCO3	-1	-1	-0.9	9	1	-9	-4	0.83	96	-0.3
O=C1CC(c2ccco2)=Nc2ccccc2N1	6	8	0.7	0	0.9	0	1	1.2	97	-0.1
COc1ccc(CN2CCN(C(=O)c3ccco3)CC2)cc1OCc1ccccc1	-8	-5	0.0	-13	1.1	13	-2	1.1	100	0.0
CC(Sc1ccc2c(c1)OCCO2)C(=O)Nc1ccc(N2CCOCC2)cc1 (stereo unspecified)	10	0	-1.4	12	1	-12	-5	1.2	105	0.3
CCN(CC)c1nc(N2CCOCC2)c(C#N)c2c1CN(C)CC2	7	-3	0.1	0	1	0	-4	1.3	104	0.1
C=CCSc1nc(=O)n2ccccc2n1	1	-4	-1.6	-18	1	18	-3	1.2	99	0.2
CCOc1ccc(C(=O)N(C)C2CCS(=O)(=O)C2)cc1 (stereo unspecified)	-19	-7	0.2	11	1.1	-11	2	1.1	95	-0.3
CCOC(=O)C1=C(C)NC(=S)N(C(C)=O)C1c1ccccc1 (stereo unspecified)	6	0	1.0	-4	1	4	-8	1.1	93	-0.2
CC1(C)CC2CC(C)(CN2CC(O)COc2ccccc2)C1 (stereo unspecified)	-1	-5	-0.2	6	1	-6	0	0.9	95	-0.3
COC(=O)c1ccc(NC(=O)CSc2nnc(CNc3ccc(OC)cc3)n2C)cc1	-42	-4	0.9	1	1	-1	0	1.4	106	0.1
CCCCNC(=O)CSc1nnc(NC(C)=O)s1	4	-5	-0.5	3	1.1	-3	0	1.2	97	-0.5
CCC1Oc2ccccc2N(CC(=O)NCCCN2CCN(Cc3ccccc3)CC2)C1=O (stereo unspecified)	0	-8	-1.3	14	1.1	-14	1	0.95	104	0.0
COC(=O)c1cc(C(=O)CSc2nc(C)cc(C)n2)ccc1O	4	-5	0.3	-1	1.1	1	-1	1.1	103	-0.1
CCCCn1c(SCC(=O)NCc2ccco2)nc2ccc(N3CCOCC3)cc2c1=O	-24	-5	-1.5	0	1	0	-5	1.5	102	0.1
CCCC(=O)Nc1nc(C)c(-c2csc(Nc3ccccc3C)n2)s1	9	-2	-4.5	8	1	-8	x	0.82	101	-0.3
COc1cc(/C=N/Nc2cccc3cccnc23)cc(OC)c1O	19	86*	3.2	36	0.1	-36	-2	2.5	112	-0.2
CC(C)(C)c1[nH]nc2c1C(c1ccsc1)C(C#N)=C(N)O2 (stereo unspecified)	20	-1	0.2	0	1	0	-1	1	69	-0.1
C=CCN1CC2CC3(COc4cc(C)cc(C)c4)C=CC2(O3)C1=O (stereo unspecified)	-1	-10	1.0	10	1.1	-10	-3	1.3	92	0.6
CCC(C)(C)NC(=O)c1cc([N+](=O)[O-])ccc1N1CCOCC1	-6	-1	-0.3	11	1	-11	-6	1.2	96	-0.3
O=C(O)c1ccc(CSCc2ccccc2F)o1	-1	-5	2.4	-7	1	7	-1	1	104	0.1
Cc1cc(/C([O-])=C(/C(=S)Nc2ccccc2)[n+]2ccccc2)c(C)n1-c1ccccc1	6	-2	4.2	21	1	-21	0	0.38	104	-0.2
COc1ccc(-n2nc([N+](=O)[O-])c(=NCCc3ccc(Cl)cc3)n2O)cc1	-1	-1	3.2	11	1	-11	-6	1.3	102	-0.2
Cc1onc(-c2ccccc2)c1C(=O)Nc1ccc(S(=O)(=O)N2CCCC2)cc1	6	-2	0.9	-6	1	6	3	1.1	96	-0.3
COc1ccc(-c2nnc(SCc3ncc(-c4ccccc4)o3)o2)cc1	-6	-3	2.0	3	1	-3	-2	0.92	105	-0.1
COc1ccc2[nH]c(=O)c(CN(Cc3cccs3)Cc3nnnn3C(C)(C)C)cc2c1	-49	-5	1.8	17	1.1	-17	-5	0.98	104	-0.4
CCCCCOC(=O)Cn1c(SCC(=O)Nc2ccccc2)nc2c1c(=O)[nH]c(=O)n2C	8	-9	-2.8	22	1.1	-22	-2	0.54	93	-0.2
CC(=O)Nc1ccc(NC(=O)C(C)OC(=O)CN(C)S(=O)(=O)c2ccc(Cl)cc2)cc1 (stereo unspecified)	12	-6	0.8	9	1.1	-9	-10	1.9	99	-0.4
COc1ccc(S(=O)(=O)N2CCC(C(=O)NCCc3ccccc3)CC2)cc1OC	6	-6	0.0	-4	1.1	4	-3	1.1	101	-0.3
O=C(COC(=O)C1=COCCO1)NC1CCCCCCC1	10	-4	0.2	-5	1	4	-3	1.3	104	-0.1
CCCc1nc(SCC(=O)Nc2ccccc2)c2c(=O)n(C)c(=O)n(C)c2n1	17	-2	-0.5	9	1	-10	-10	1	100	-0.2

(list continues)
SMILES	G6PDH counter	FLuc inhib CS	DTT redox prof	APP 5'UTR act	FLuc stim CS	APP transl inh	Efa HMGR inh	NF-kB expr up	STAT1 act	Hsp70 activator
CCCS(=O)(=O)c1c(S(=O)(=O)CCC)c2cc(CC)ccn2c1C(=O)OC	4	-4	-1.0	6	1	-6	-1	0.82	91	-0.4
Cc1ccc2[nH]c(=O)c(NC(N)=S)nc2c1	-3	-1	-7.4	14	1	-14	-1	0.99	99	-0.4
CCOC(=O)c1[nH]ncc1CN1CCCC(C(=O)c2cc(Cl)ccc2OC)C1 (stereo unspecified)	8	0	0.3	-12	1	12	-2	1	104	0.0
CC(C)(CO)NCC(O)COc1ccc2c(c1)CCC2 (stereo unspecified)	-2	-8	-0.2	-8	1.1	8	-4	0.99	107	-0.2
COc1cc(/C=N/NC(N)=O)cc(Br)c1OCc1ccccc1C	3	-1	3.0	9	1	-9	2	1.4	104	-0.4
COc1ccc(N=C2SC(CC(=O)Nc3ccccc3OC)C(=O)N2Cc2ccco2)cc1 (stereo unspecified)	15	-3	0.2	3	1	-3	-1	0.76	96	0.4
Cc1cc(NC(=O)CSc2nc3ccc(Cl)cc3[nH]2)no1	6	-10	0.5	17	1.1	-17	-2	1.1	94	0.0
CC12COC3(C(=O)Nc4ccc(Cl)cc4)CC1CCC32C (stereo unspecified)	0	-4	0.0	-9	1	9	-2	1.8	100	-0.1
CN(CC(=O)NCc1ccncc1)S(=O)(=O)c1ccc(Cl)cc1	0	-2	0.2	0	1	0	-9	0.96	93	-0.3

Compounds were not picked by outcome; about 5.3% have a hit in one of these screens.
